Compound activity (PubChem BioAssay)
Rin1-Abl PPI inh: blocks binding of human Rin1 to Abl | P00519+Q13671 | TR-FRET Rin1/Abl binding, biochemical | inhibition, % at 7.35 µM | 0.4% of 360,000 active; in the data active means inhibition above about 5%, passing the limit was not always enough
SKN-1 inh: inhibitors of C. elegans SKN-1 | 0.49% of 360,000 active | inhibition, % at 21.8 µM | C. elegans VP596 Pgst-4::GFP/RFP ratio, acrylamide-induced, 24 h | AID 624304;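 active means interference check ratio from 0.5 to 1.5 plus GFP to RFP signal ratio inhibition reaching or exceeding a fixed threshold, cut at about 30% in these data, passing the limit was not always enough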; further: some compounds called inactive have numbers as strong as hits
FAS-TE inh: inhibitors of human fatty acid synthase thioesterase domain; inhibition, % at 15 µM; P49327; recombinant FAS-TE, OMFH fluorogenic substrate, fluorescence endpoint; 0.67% of 360,000 active;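 active means compounds whose normalised, plate-corrected inhibition of enzyme fluorescence in the single-dose primary screen is 50% or more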;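 further: 0% = DMSO with enzyme and 100% = substrate without enzyme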
MsrA inh: inhibitors of bovine MsrA. purified bovine MsrA, absorbance read-out. inhibition, % at 15.5 µM. 0.75% of 360,000 active; in the data active means inhibition above about 4.5%;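 further: 0% = vehicle wells with enzyme and 100% = reference inhibitor wells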
bovine MsrA act: bovine methionine sulfoxide reductase A activation; 0.3% of 360,000 active; purified bovine MsrA, absorbance read-out; activation, % at 10.6 µM; in the data active means activation above about 7.5%;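 further: 0% = vehicle and 100% = reference activator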
Neddylation inh: inhibitors of human cullin neddylation; TR-FRET cullin neddylation, biochemical; calls only at 25 µM; 0.58% of 360,000 active; P61081+Q13564; in the data active means inhibition above about 36%
CendR NRP1 mod: alters CendR peptide binding to human NRP-1; O14786; FAM-RPARPAR peptide binding to NRP-1, fluorescence polarization; inhibition, % at 25 µM; 0.85% of 360,000 active; AID 602438;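 active means inhibition or corrected inhibition above about 18%, plus a signal ratio from 0.5 to 1.5, limit read from the data, passing the limit was not always enough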; further: strong numbers were not always called active
Target sequence (O14786 whole entry, looked up): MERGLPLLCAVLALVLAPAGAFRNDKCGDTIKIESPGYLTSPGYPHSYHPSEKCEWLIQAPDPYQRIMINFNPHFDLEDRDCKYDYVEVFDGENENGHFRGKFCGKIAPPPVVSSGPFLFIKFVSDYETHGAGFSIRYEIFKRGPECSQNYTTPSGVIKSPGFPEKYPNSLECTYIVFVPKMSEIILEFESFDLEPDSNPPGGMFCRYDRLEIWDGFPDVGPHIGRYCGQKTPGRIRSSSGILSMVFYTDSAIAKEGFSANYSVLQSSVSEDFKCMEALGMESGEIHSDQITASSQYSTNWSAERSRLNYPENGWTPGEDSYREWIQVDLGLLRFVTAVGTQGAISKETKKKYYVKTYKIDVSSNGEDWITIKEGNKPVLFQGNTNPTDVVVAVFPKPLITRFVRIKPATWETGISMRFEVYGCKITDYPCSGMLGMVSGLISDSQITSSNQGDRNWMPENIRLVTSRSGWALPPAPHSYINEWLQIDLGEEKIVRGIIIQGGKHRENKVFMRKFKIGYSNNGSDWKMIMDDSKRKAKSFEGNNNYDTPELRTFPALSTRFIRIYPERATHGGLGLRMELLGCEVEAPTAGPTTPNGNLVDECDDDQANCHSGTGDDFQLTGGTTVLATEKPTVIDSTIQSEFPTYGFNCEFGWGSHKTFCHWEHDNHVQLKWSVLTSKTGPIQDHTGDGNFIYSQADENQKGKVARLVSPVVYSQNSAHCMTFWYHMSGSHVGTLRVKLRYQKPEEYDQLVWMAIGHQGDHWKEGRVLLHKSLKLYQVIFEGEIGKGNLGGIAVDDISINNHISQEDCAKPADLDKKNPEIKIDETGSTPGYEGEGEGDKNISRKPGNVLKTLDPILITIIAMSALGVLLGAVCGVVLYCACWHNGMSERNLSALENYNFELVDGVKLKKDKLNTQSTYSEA
MT1-MMP act inh: MT1-MMP (human) activation inhibition. P50281. 0.061% of 360,000 active. GFP/RFP ratio change, % at 20 µM. AID 651647. HT1080 RFP-PRO-GFP cells, GFP/RFP ratio fluorescence, overnight; percent of plate control window, DMSO zero;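 active means GFP/RFP ratio change of at least 30% with cell ATP level not reduced by more than half and red fluorescence within 50% of control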; further: strong numbers were not always called active
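Assay system: HT1080 cells carrying an RFP-PRO-GFP reporter | Dosing: Single dose of 20 µM compound, 1% DMSO final | Incubation: Cells overnight before dosing, compound overnight, 37 °C, 5% CO2 | Evaluation: GFP/RFP fluorescence ratio | Control set: DMSO and RFP-L50D-GFP cell wells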
eLon inh: E. coli protease La inhibition; P0A9M0; purified E. coli Lon protease, fluorescence polarization; inhibition, % at 7.94 µM; 0.42% of 360,000 active; AID 602123; in the data active means inhibition above about 13%, passing the limit was not always enough;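 further: 0% = enzyme with probe and DMSO and 100% = no enzyme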
Starred values were filed as active, the others as inactive; i = inactive; x = not tested or not shown; & = joins results of further samples. Hits appear at their usual frequency; overall some 4.2% were active at least once.

SMILES	Rin1-Abl PPI inh	SKN-1 inh	FAS-TE inh	MsrA inh	bovine MsrA act	Neddylation inh	CendR NRP1 mod	MT1-MMP act inh	eLon inh
Cc1ccc(S(=O)(=O)N2[C@@H](c3ccc(C(C)C)cc3)C(C(=O)O)=C[C@H]2C(C)(C)C)cc1	-1	0	-2	1.1	-7	i	-18	0	2
O=C(COc1ccccc1Cl)Nc1ccc2[nH]c(=O)[nH]c2c1	0	-17	-5	0.4	-3	i	-12	-1	-3
CC(=O)N1CCN(C(=O)OC2CC3CC2[C@H]2CCCCN2C3=O)CC1 (some centres not stated)	x	6	-9	0.6	-2	i	-3	1	3
CCOC(=O)c1cnc2c(C)c(C)ccc2c1Nc1ccc(S(=O)(=O)Nc2ncccn2)cc1	-2	-1	-2	-0.6	-2	i	-12	0	-2
COc1ccccc1/C(C)=N/Oc1cc(N)cc([N+](=O)[O-])c1	-1	4	20	1.2	-2	i	-8	4	1
O=C(CC1NCCNC1=O)OCCCc1ccccc1 (configuration not stated)	-4	-2	-8	-1.9	-2	i	6	-3	-2
COc1ccc(C(=O)NCCc2c[nH]c3ccc(OC)cc23)cc1	3	8	-2	1.7	-1	i	-3	4	1
COc1ccc(-n2nnc3c(SCc4ccccc4)ncnc32)cc1	-5	10	-17	-0.4	4	i	13	6	-6
CC(C)(C)c1ccc(C(=O)NCC(=O)OCCN2C(=O)c3ccccc3C2=O)cc1	1	-8	-4	-1.8	-6	i	-1	23	9
NC1=NC(=O)C(Cc2ccccc2)S1 (configuration not stated)	0	-1	-4	1.1	-6	i	8	1	1
CCCOC(=O)C1=C(C)NC2=C(C(=O)CC(C)(C)C2)C1c1cccnc1 (configuration not stated)	-2	11	-8	0.0	-4	x	14	-9	-7
Cc1c(NC(=O)/C(C#N)=C/c2ccc(-c3ccccc3Cl)o2)c(=O)n(-c2ccccc2)n1C	-1	-3	16	0.0	-13	i	7	9	-2
O=C(C(c1ccccc1)c1ccccc1)N1CCN(Cc2ccc(Br)cc2)CC1	4	10	25	-1.2	1	i	1	-5	9
O=C(O)c1cc([N+](=O)[O-])cc2c1C=Cc1ccccc1O2	0	8	-2	0.6	-2	i	4	-2	-3
COc1cc2c(cc1OC)CN(Cc1cc(OC)c3c(c1)OCO3)CC2	0	-2	-2	-1.1	0	i	4	4	7
COc1ccccc1N(CC(O)Cn1c(C)nc2ccccc21)S(=O)(=O)c1ccccc1 (configuration not stated)	2	10	-5	-0.3	-4	i	1	-4	0
COc1cccc(OC)c1C(=O)N1CCN(Cc2ccccc2F)CC1	2	5	-5	1.8	-3	i	5	0	11
CC(C)C12CCC(C(=O)O)C(C1)C(=O)O2 (configuration not stated)	-1	8	-9	-0.6	0	i	17	-3	-6
O=C(Nc1ccc2c(c1)OCO2)C1CCN(c2ccc(S(=O)(=O)N3CCOCC3)cc2)CC1	-1	0	-1	1.6	0	i	-19	5	1
CCN(CC)CCCNC(=O)CCC(=O)Nc1ccc2nc(N3CCC(C)CC3)cc(C)c2c1	-2	-3	-2	0.1	-1	x	-8	2	-11
CC(C(=O)NC1CCCCCC1)n1cc([N+](=O)[O-])cn1 (configuration not stated)	3	8	4	0.0	-2	i	0	2	-4
CCN1CCN(C(=O)c2ccc(Cl)c(S(=O)(=O)N3CCCCC3)c2)CC1	-3	1	-5	-1.4	-4	i	0	0	-13
COc1ccc(OCc2nnc3n2N=C(c2ccc(Br)cc2)CS3)cc1	1	5	18	-1.2	-2	i	6	-1	-1
COc1ccc(-c2oc3cc(OC(C)=O)cc(OC(C)=O)c3c(=O)c2OC)cc1	1	6	2	1.8	-6	i	3	-1	9
Cc1nc(-c2ccccc2)sc1C(=O)NN	-1	-5	-4	1.1	-2	i	0	1	3
CCN1CCN(Cc2ccc(NC(=O)c3cc(NC(=O)c4ccno4)cc(OC)c3)cc2C(F)(F)F)CC1	-3&2	1&-6	-6&-10	-0.9&-0.4	-2&0	i	-2&10	-3&1	-9&-5
CCNC(=O)C1(C)CCCN(Cc2cc(-c3ccccc3)n(C)n2)C1 (configuration not stated)	-3	-10	-1	1.1	-2	i	-21	2	-2
O=c1c2ccccc2nc2n1C(CBr)CS2 (configuration not stated)	2	-10	-5	-0.8	-1	i	-1	-3	0
O=C(O)CCC(=O)N1N=C(c2ccc(Br)cc2)CC1c1cccc(Br)c1 (configuration not stated)	3	2	4	-1.6	-4	i	0	3	-6
COc1ccccc1NC(=S)NC1CC2CCC1C2 (configuration not stated)	6	0	2	1.1	-10	i	1	8	8
Cc1cc(/C=N/Nc2ncnc(N)c2[N+](=O)[O-])c(C)n1-c1ccccc1	-4	3	0	2.1	-2	i	4	5	-4
CSc1nc(Oc2ccccc2)c2sccc2n1	-1	-6	14	-1.3	-1	i	2	5	-1
COCCCNC(=S)N/N=C/c1ccc(N(C)C)cc1Cl	0	12	0	2.1	-5	x	-1	2	0
CCOC(=O)C(NC(=O)NC1CCCCC1)(c1ccccc1)C(F)(F)F (configuration not stated)	-1	1	-1	-0.5	-2	i	7	1	16
CCOC(=O)Cc1nnc(Nc2ccc(C)cc2C)c2ccccc12	0	4	-5	2.1	0	i	5	0	2
COC(=O)c1ccc(NS(=O)(=O)c2cc3c4c(c2)C(C)C(=O)N4CCC3)cc1 (configuration not stated)	-1	-3	-5	-0.5	-1	i	3	-2	-4
COc1ccc(CCNC(=O)CSc2ncnc3c2oc2ccccc23)cc1OC	-130	-8	-3	1.4	-8	i	1	1	-8
CCNc1ccc(C(=O)N/N=C/c2c(C)nn(-c3ccccc3)c2N2CCCC2)cc1[N+](=O)[O-]	-4	5	70*	-0.1	-4	i	21	3	3
O=S(=O)(NCc1ccco1)c1ccc2ccccc2c1	2	-1	0	-1.4	-8	i	6	1	8
CCOc1cc(C(=O)OCC(=O)NCc2ccco2)cc(OCC)c1OCC	-3	-4	2	0.6	-2	i	-5	4	3
CC(C)(C)OC(=O)N[C@H](C(=O)OC(C)(C)C)c1ccccc1	1	2	-2	-0.4	2	i	36*	0	-4
O=C(CN1CCN(c2ccccn2)CC1)Nc1ccccc1	-2	0	-2	-1.1	-16	i	9	1	8
CCOc1ccccc1NC(=O)CCS(=O)(=O)c1cccc2nonc12	0	-1	-4	0.7	-8	i	-7	2	3
CSCCC(NC(=O)c1c(C)oc2c1CCCC2)C(=O)O (configuration not stated)	0	-12	-2	-0.7	-3	i	8	2	-1
CCOc1ccccc1CNC(=O)CCn1ccc2cc(S(=O)(=O)N3CCCCC3)ccc21	-1	4	10	-1.4	-3	i	-2	1	-3
Cc1ccc(CNC(=O)COC(=O)c2cc(=O)[nH]c3ccccc23)cc1	0	15	-2	0.5	-4	i	4	-7	-8
COc1ccc(-c2c(C#N)sc(C(N)=O)c2-c2ccc(OC)cc2)cc1	-3	-6	60*	-0.4	-1	i	-10	1	-2
O=C(Nc1cnccn1)Nc1ccccc1Cl	-1	16	-7	0.2	-2	i	10	-1	-3
CCCCC1(C)NC(=S)N2N1C(=S)NC2(C)CCCC (configuration not stated)	2	-1	-4	0.6	0	i	0	-2	-9
Cc1onc(-c2ccccc2)c1-c1nc2cc(Cl)ccc2c(=O)o1	-1	3	15	-1.4	-1	i	-11	0	2

Next structures
SMILES	Rin1-Abl PPI inh	SKN-1 inh	FAS-TE inh	MsrA inh	bovine MsrA act	Neddylation inh	CendR NRP1 mod	MT1-MMP act inh	eLon inh
COC(=O)Cc1[nH]n(-c2nc3ccccc3s2)c(=O)c1C(C)=O	4	24	1	-0.1	1	i	-19	2	-1
CCCc1ccc(NS(=O)(=O)c2c(C)oc(C)c2C(=O)OC)cc1	-1	10	30	-0.7	-3	i	4	1	4
OCC1CCCN(C(=S)Nc2ccc(Nc3ccccc3)cc2)C1 (configuration not stated)	4	3	-1	0.3	-8	i	33*	9	-4
CN(C)S(=O)(=O)c1cc(NC(=O)CN2CCOCC2)ccc1Cl	1	-8	-3	1.6	-10	i	4	-2	6
S=C(NCc1ccccc1)NN1CCOCC1	-1	2	-4	0.1	0	i	2	3	1
CSc1nnc(-c2cc3ccccc3cc2O)n1C	-1	2	-5	1.1	4	x	-1	2	-9
COc1ccc(S(=O)(=O)Nc2ccc3c(c2)C(=O)N([C@H](C)CO)C[C@H](C)[C@@H](CN(C)C(=O)Nc2c(C)noc2C)O3)cc1	-3	6	-10	-1.5	-4	i	-11	2	-5
Cc1ccc(S(=O)(=O)Nc2c(C)nn(C)c2C)cc1	-4	2	-12	-1.1	-3	i	4	1	-3
Cn1c(=O)c(C(=O)COc2ccc(C#N)cc2)c(N)n(Cc2ccccc2)c1=O	3	-2	7	-1.0	-3	i	-4	3	-2
O=C(N/N=C/c1ccccn1)c1cc(-c2ccc(Br)s2)[nH]n1	1	5	0	0.7	-3	i	1	8	-3

5 compounds already listed, arranged by length of the SMILES, descending.
SMILES	Rin1-Abl PPI inh	SKN-1 inh	FAS-TE inh	MsrA inh	bovine MsrA act	Neddylation inh	CendR NRP1 mod	MT1-MMP act inh	eLon inh
COC(=O)Cc1[nH]n(-c2nc3ccccc3s2)c(=O)c1C(C)=O	4	24	1	-0.1	1	i	-19	2	-1
CN(C)S(=O)(=O)c1cc(NC(=O)CN2CCOCC2)ccc1Cl	1	-8	-3	1.6	-10	i	4	-2	6
Cc1ccc(S(=O)(=O)Nc2c(C)nn(C)c2C)cc1	-4	2	-12	-1.1	-3	i	4	1	-3
CSc1nnc(-c2cc3ccccc3cc2O)n1C	-1	2	-5	1.1	4	x	-1	2	-9
S=C(NCc1ccccc1)NN1CCOCC1	-1	2	-4	0.1	0	i	2	3	1

Additional structures follow.
SMILES	Rin1-Abl PPI inh	SKN-1 inh	FAS-TE inh	MsrA inh	bovine MsrA act	Neddylation inh	CendR NRP1 mod	MT1-MMP act inh	eLon inh
O=C(CCc1ccccc1)Nc1cc(C(=O)O)cc(C(=O)O)c1	-1	1	-6	1.2	-2	i	-6	0	-4
NNC(=O)c1snnc1-c1ccccc1	-1	7	-4	-1.0	-2	i	5	3	0
CC1CCN(S(=O)(=O)c2cc(C(=O)N3CCN(c4ccccc4)CC3)ccc2Br)CC1	-3	-6	22	-0.7	0	i	14	-5	-6
COc1ccc(C(=O)NC2=NCCS2)cc1S(=O)(=O)N1CCOCC1	0	11	-7	0.0	-2	i	-5	0	-7
Cc1ccc(NC(=O)Nc2nnc(Cc3ccc(F)cc3)s2)cc1	3	-3	-2	0.3	-3	i	-7	0	-6
NC(N)=Nc1nc(C2COc3ccccc3O2)cs1 (configuration not stated)	3	-3	-6	-1.5	1	i	-4	3	-6
O=C(C1CCN(S(=O)(=O)c2ccccc2F)CC1)N1CCc2ccccc21	-2	-1	9	-1.7	8.8*	i	0	-3	-1
COCCN(Cc1ccccc1)C(=O)c1c(C)nn(-c2ccccc2)c1C	3	-13	1	-0.1	-4	i	1	3	13
Cc1cc(Cl)ccc1OC(C)C(=O)Nc1ccc(S(=O)(=O)N2CCOCC2)cc1 (configuration not stated)	-3	17	22	0.1	-3	i	-6	-2	-4
CS(=O)(=O)c1ccc(Cl)c(NC(=O)c2cc(=O)[nH]c3ccc(S(=O)(=O)N4CCOCC4)cc23)c1	1	-16	-2	-1.2	-2	i	-4	0	2
O=c1cc(-c2ccccc2Cl)oc2c(NS(=O)(=O)c3ccccc3C(F)(F)F)ccc(O)c12	3	5	36	-0.1	-1	i	-4	0	-4
CC(C)(C)C(=O)Nc1sc2c(c1C#N)CCN(Cc1ccccc1)C2	-4	23	-18	-0.1	-3	i	-40	-27	-25
COc1cc(/C=C(\C#N)C(=O)Nc2ccc3ccccc3c2)c([N+](=O)[O-])cc1OC	0	-2	-1	-0.6	-1	i	-57	-3	-4
Cc1ccc2nc(SC(C(=O)c3ccccc3)c3ccccc3)nc(C)c2c1 (configuration not stated)	-4	6	23	-0.6	-6	i	0	10	-5
CCOc1cc(-c2c(C)c(C)nc(N)c2C#N)ccc1O	2	32	-2	2.0	-5	i	4	3	-9
COc1ccc(COc2ccccc2C(=O)Nc2ccccn2)cc1[N+](=O)[O-]	3	6	-8	0.2	-11	i	0	13	6
